GLP-1R agonist = GLP-1 receptor (human) agonism. P43220. HEK293 GLP-1R CRE-luciferase, luminescence, 4-6 h; cells express a hypersensitive GLP-1R form. Potency, µM (highest dose often 45.6 µM), inactives show at the top dose activation, hits mostly activators. hit rate 0.007% among 380,000. AID 624172; note: potency is the fitted concentration of half-maximal effect; % of control where 0% means no effect
TDP43 rescue = rescues yeast growth from TDP-43 toxicity; TDP-43 expressing yeast growth rescue, BacTiter-Glo, 24 h; Potency, µM (doses to about 46.1 µM), without a hit: at the highest dose growth rescue (activation), hits mostly activators; hit rate 1.8% among 410,000; note: potency is the fitted concentration of half-maximal effect; % of control where 0% means no effect; nearly all actives have a fitted effect of over 50% in size
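Cell-based yeast growth screen: TDP-43 expression induced in galactose, inoculum OD600=0.02 after raffinose pregrowth to mid-log. Read-out BacTiter-Glo luminescence at 24 hr, 30 deg C; inhibition of toxicity seen as signal increase.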
GLP1R cytotox = cytotoxicity in counter-screen for GLP-1R inverse agonists | HEK293 cAMP-luciferase reporter cells, luminescence, 24 h | Potency, µM (highest dose often 38.3 µM), inactives show top-dose activity change, negative = inhibition, hits mostly inhibitors | hit rate 0.13% among 410,000 | AID 624418;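 note: loss of luciferase light is scored as toxicity; potency is the fitted concentration of half-maximal effect; % is set by controls: 0 for no effect and ±100 for the full control effect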
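Compound-treated cells are incubated 24 hr at 37 deg C under 5% CO2 after a 12 hour attachment period, then luciferase detection reagent is added and luminescence is measured following 12 min at room temperature; lowered signal indicates toxicity.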
DRD3 antagonist = blocks the human D3 dopamine receptor; P35462; D3R cells, DiscoveRx beta-arrestin luminescence, antagonist mode; active compounds read low; max response, negative = inhibition, %; hit rate 2.5% among 360,000; AID 652054; in the data active = max response below about -50%; inconclusive = no clear call, values can overlap the other calls; note: % is set by controls: 0 for no effect and ±100 for the full control effect; mostly tested at two doses, the higher about 12 µM
Target sequence (P35462 whole entry, looked up): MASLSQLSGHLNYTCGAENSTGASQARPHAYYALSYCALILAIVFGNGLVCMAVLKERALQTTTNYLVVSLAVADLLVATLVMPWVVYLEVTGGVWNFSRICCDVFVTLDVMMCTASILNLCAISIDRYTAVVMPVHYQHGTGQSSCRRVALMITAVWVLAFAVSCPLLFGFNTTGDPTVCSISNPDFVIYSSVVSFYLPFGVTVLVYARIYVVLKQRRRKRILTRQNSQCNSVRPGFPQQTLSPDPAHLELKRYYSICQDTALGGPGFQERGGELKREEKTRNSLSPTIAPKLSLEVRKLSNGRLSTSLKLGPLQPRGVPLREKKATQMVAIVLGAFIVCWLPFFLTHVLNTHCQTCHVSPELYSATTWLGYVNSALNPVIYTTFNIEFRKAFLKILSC
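Cells plated overnight at 1500 cells/well, then exposed to library compounds with dopamine controls for 90 minutes at 37 degrees C. DiscoveRx reagent added for 30–60 minutes at room temperature; luminescence read, quantitative HTS format.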
aSyn yeast inh = rescues yeast growth from alpha-synuclein toxicity | Potency, µM (doses to about 46.1 µM), for inactives: at the top dose growth rescue (activation), hits mostly activators | AID 652106 | Yeast expressing alpha-synuclein, growth rescue, BacTiter-Glo, 24 h | hit rate 0.14% among 370,000; note: potency is the fitted concentration of half-maximal effect; % of control where 0% means no effect; nearly all actives have a fitted effect of over 65% in size
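Readout is rescue of growth in alpha-synuclein-expressing yeast, so inhibitors of toxicity appear as activators. Growth after 24 hr at 30 deg C in galactose medium is quantified by luminescence.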
KB-V1 MDR tox = kills drug-selected multidrug resistant KB-V1 cells; Potency, µM (series often up to 46.1 µM), for the others: top-dose activity change, negative = cytotoxicity, hits mostly cytotoxic; hit rate 3.4% among 400,000; AID 1347076; KB-V1 MDR cells viability, CellTiter-Glo, 72 h; note: potency is the fitted concentration of half-maximal effect; % is set by controls: 0 for no effect and ±100 for the full control effect; nearly all actives have a fitted effect of over 60% in size
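Potencies derive from concentration-effect curves fitted to normalized luminescence (CellTiter-Glo) of KB-V1 cells treated for 72 h at 37 degrees C in phenol-red-free DMEM containing 10% FBS.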
PTHR1 ag = activates the human parathyroid hormone receptor PTHR1; Q03431; AID 743266; hit rate 0.075% among 410,000; HEK293 GP2 PTHR1 cells, GloSensor cAMP luminescence, 1 h; Potency, µM (doses to about 115 µM), without a hit: at the top dose activation, hits mostly activators; note: potency is the fitted concentration of half-maximal effect; nearly all actives have a fitted effect of over 55% in size; some results filed as inactive show a strong effect at the top dose; inactives centre near -15; many of its hits are not listed in these tables
Target sequence (Q03431 whole entry, looked up): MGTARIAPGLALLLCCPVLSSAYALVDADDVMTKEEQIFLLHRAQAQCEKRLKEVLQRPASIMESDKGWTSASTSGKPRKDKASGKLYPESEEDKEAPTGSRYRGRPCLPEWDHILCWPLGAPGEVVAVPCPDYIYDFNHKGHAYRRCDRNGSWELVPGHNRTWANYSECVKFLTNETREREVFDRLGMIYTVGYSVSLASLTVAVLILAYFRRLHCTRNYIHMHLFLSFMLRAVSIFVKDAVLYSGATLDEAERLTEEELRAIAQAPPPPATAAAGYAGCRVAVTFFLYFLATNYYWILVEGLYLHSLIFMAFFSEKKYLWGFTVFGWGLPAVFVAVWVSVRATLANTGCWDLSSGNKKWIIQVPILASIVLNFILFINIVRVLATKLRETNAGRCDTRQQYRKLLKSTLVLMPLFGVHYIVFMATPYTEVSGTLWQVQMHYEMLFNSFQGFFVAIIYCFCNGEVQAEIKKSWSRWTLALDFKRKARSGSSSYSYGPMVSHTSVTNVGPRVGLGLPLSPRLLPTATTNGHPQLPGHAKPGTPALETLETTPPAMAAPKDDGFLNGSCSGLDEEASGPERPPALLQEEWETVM
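HEK-293-derived GP2 cells expressing PTHR1 and a GloSensor cAMP reporter, 3,000/well, plated overnight, given luciferin plus IBMX (each 0.5 mM as added) for 1 h at 37 °C, then compound for 1 h at 37 °C. Luminescence was read after 15 min at room temperature.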
GLP1R inv ag = acts as inverse agonist at human GLP-1 receptor. HEK293 GLP-1R CRE-luciferase, luminescence, 24 h; GLP-1R form is constitutively active. hit rate 1.6% among 410,000. P43220. Potency, µM (titrated, usually from 38.3 µM), inactives show at the top dose activity change, negative = inhibition, actives largely listed as inhibitors. AID 624417; note: potency is the fitted concentration of half-maximal effect; % is set by controls: 0 for no effect and ±100 for the full control effect; nearly all actives have a fitted effect of over 55% in size
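Inverse agonists were sought by their lowering of basal cAMP reporter luciferase output in HEK293 cells stably carrying constitutively active human GLP-1R, after 24 h compound treatment.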
DRD3 agonist = agonists of human D3 dopamine receptor; D3R DiscoveRx beta-arrestin cells, luminescence, 90 min; max activation, %; hit rate 0.58% among 410,000; AID 652048; in the data active = max activation above about 30%; note: 0% is about no effect; mostly tested at two doses, the higher about 12 µM
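Agonist mode: compounds and dopamine controls were applied to plated cells for 90 min at 37 degrees C after an overnight attachment at 1500 cells/well. Luminescent read-out followed 30 - 60 minutes at room temperature with DiscoveRx detection reagent.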
* marks the source's active call; other numbers are inactive results; i = inactive; ? = inconclusive; nt = no result given; [ ] = remark or other dose. Unless noted, calls come from the whole dose curve; as a rule, active = well fitted curve in the direction sought with a large enough effect; inconclusive = small, poorly fitted or top-dose-only effect, or another doubt; inactive = no such curve, though single readings can be large; an effect the other way counts as inactive or inconclusive.

cpd	canonical_smiles	GLP-1R agonist	TDP43 rescue	GLP1R cytotox	DRD3 antagonist	aSyn yeast inh	KB-V1 MDR tox	PTHR1 ag	GLP1R inv ag	DRD3 agonist
1	Cc1n[nH]c(C)c1S(=O)(=O)N1CCN(S(=O)(=O)c2ccccc2C#N)CC1	2%	7%	-3%	-2	-1%	8%	i	0%	2
2	COc1ccc(C(=O)O)cc1Nc1cc(C)nc2ncnn12	-4%	-5%	2%	13	2%	12%	?	10%	-3
3	CN(Cc1ccccc1)C(=O)CN(c1ccc(F)cc1)S(=O)(=O)c1ccc2c(c1)OCCO2	0%	17%	-17%	-12	17%	-22%	-9%[57.5 µM]	?	2
4	COC(=O)c1sc(N)c(C(=O)OC)c1Cn1ncc(Cl)c(Cl)c1=O	11%	-3%	?	?	12%	?	-21%	?	-8
5	CCOc1ccc(Oc2ccccc2NC(=O)CCc2nc3ccccc3c(=O)[nH]2)cc1	-4%	5%	-14%	-4	2%	?	-20%	?	-3
6	O=C(N1CCCCC1)N1CCN(C(=O)N2CCCCC2)CC1	5%	-24%	0%	-21	-3%	24%	-2%	11%	-15
7	CC(=O)Nc1ccc(C(=O)Nc2cc(C)on2)cc1	0%	-10%	10%	14	4%	0%	i	36%[activator]	7
8	O=c1nc(N/N=C/c2c[nH]c3ccccc23)cn[nH]1	10%	6%	0%	-2	0%	?	-18%	35%	3
9	CC(OC(=O)c1cccs1)C(=O)NCC1CCCO1 (stereo not given)	-10%	15%	6%	-10	-4%	-10%	i	6%	-6
10	O=C(CN1C(=O)C2CC=CCC2C1=O)Nc1ccc(OC(F)(F)F)cc1 (stereo not given)	15%	16%	-35%	-5	?	?	-5%	?	-1
11	CCOc1ccc(OCCC(=O)NNC(=O)c2ccccc2Cl)cc1	12%	8%	0%	0	0%	-12%	3%	9%	-24
12	Cc1ccc(C)c(N=C2CCCN2Cc2ccccc2)c1C#N	9%	-9%	51%[activator]	15	-3%	?	-24%	?	13
13	CCN(CC(=O)Nc1ccc(NC(C)=O)cc1)C(=O)c1cccc(-n2cccc2)c1	1%	13%	9%	11	-12%	?	-15%	1%	5
14	CCOP(=O)(OCC)C(NC(=O)C(F)(F)F)c1ccccc1 (stereo not given)	0%	3%	-6%	11	-4%	21%	i	2%	7
15	CC1(C)CC(=O)C(C=Nc2cccnc2)=C(O)C1	12%	4%	13%	-13	28%	6%	-20%[57.5 µM]	16%	6
16	CC(=O)Nc1cccc(NC(=O)CN2C(=O)CCSc3ccccc32)c1	13%	17%	1%	nt	0%	0%	-2%	11%	6
17	O=[N+]([O-])c1ccc(S(=O)(=O)N(CC(O)CN2CCCCC2)c2ccccc2)cc1 (stereo not given)	-2%	29%	1%	5	0%	-10%	-21%	2%	-11
18	Cc1onc(C(=O)N2CCOCC2)c1[N+](=O)[O-]	-9%	6%	1%	25	-4%	?	i	3%	-1
19	CCc1nc(C)cn1S(=O)(=O)c1cc(C)c(OC)cc1C	-2%	?	-4%	13	0%	9%	i	7%	-3
20	COC(=O)c1ccc(Sc2ccccn2)c([N+](=O)[O-])c1	0%	11%	5%	-3	-1%	?	5%	12%	-3
21	CC1CCc2c(sc3nc(CN4CCOCC4)nc(NS(=O)(=O)c4cccc([N+](=O)[O-])c4)c23)C1 (stereo not given)	0%	?	3%	-3	1%	-23%	-26%	?	-1
22	COCCn1c(SCC(=O)NCc2ccco2)nnc1C(C)C	-9%	-9%	1%	?	0%	0%	-1%	6%	-3
23	Cc1cc(C)c(C#N)c(Oc2ccc(F)cc2)n1	0%	-13%	11%	2	-1%	0%	-13%[57.5 µM]	3%	-13
24	CCOc1ccccc1CNC(=O)c1cc2c(=O)n(Cc3ccccc3)ccc2nc1C	nt	16%	-2%	nt	nt	-4%	-94%[inhibitor]	?	-4
25	O=S1(=O)CCOC[C@H](CC2CCCCC2)N1Cc1cccc(Cl)c1	7%	18%	?	0	20%	?	-17%	?	-9
26	O=C(NC1CCCC1)C(c1ccccn1)N(C(=O)c1csnn1)c1ccc(F)cc1 (stereo not given)	1%	-14%	-5%	0	7%	-5%	i	12%	4
27	CCOc1ccc2nc(SCC(=O)c3ccc(O)cc3O)sc2c1	0%	0%	4%	1	-6%	4%	-18%	-21%	-1
28	Cc1cc(C)c(S(=O)(=O)c2ccccc2)c(OC(=O)c2c(Cl)cccc2Cl)n1	-1%	?	-3%	0	10%	3%	3%	10%	-11
29	O=C(NCCNC(=O)c1cc(OCC(F)(F)F)ccc1OCC(F)(F)F)Nc1ccccc1	0%	-14%	-13%	11	-5%	-23%	i	?	-1
30	CN(C)C=NC(=O)/C(C#N)=C1\CCc2ccccc2N1	9%	0%	-6%	-23	3%	?	i	-16%	1
31	CCn1cc(C(=O)NCCCN(CC(C)C)CC(C)C)c(=O)c2cc(S(=O)(=O)N3CCOCC3)ccc21	4%	-11%	-6%	-1	-1%	14%	-6%	-1%	2
32	CC(=O)c1ccc(S(=O)(=O)Nc2cccc(-c3ccc(N4CCCCCC4)nn3)c2)cc1	nt	-10%	-18%	nt	nt	0%	-53%[inhibitor]	?	-9
33	O=C(Nc1ccncc1)c1c(F)c(F)c(F)c(F)c1F	0%	8%	1%	-7	1%	-4%	i	8%	4
34	CCOC(=O)c1ccc2c(c1)nc(SCC(=O)N1CCOCC1)n2CC	7%	8%	-8%	1	4%	-8%	-11%	14%	-5
35	CCOC(=O)C(C)NC(=O)c1c2c(nc3ccccc13)C(=O)N(C1CCCCC1)C2 (stereo not given)	nt	11%	5%	nt	nt	-2%	-18%	-12%	-12
36	O=C(COc1ccccc1)n1nc(-c2ccc(Cl)cc2)nc1NCc1ccco1	10%	17%	?	-14	nt	?	-64%[inhibitor]	?	-2
37	Cc1ccc(S(=O)(=O)CCC(=O)N(Cc2nnc(-c3ccc(Cl)cc3)o2)C2CC2)cc1	1%	11%	-3%	-4	7%	?	-29%	5%	-3
38	COc1ccccc1CNC(=O)N1CCN(S(=O)(=O)c2ccc(Cl)cc2)CC1	5%	4%	-3%	6	-1%	-9%	i	21%	7
39	CCCCCn1nnnc1-c1nc2cc3ccccc3cc2[nH]c1=O	-2%	1%	?	-8	-11%	?	-70%[inhibitor]	?	1
40	CCN(CC)C(=O)[C@H]1CC(CC(=O)NCCN2CCOCC2)C(=O)N2CCc3c([nH]c4ccc(OC)cc34)[C@]12C (stereo not given in full)	-5%	10%	-7%	17	-4%	0%	-9%	11%	10
41	CC(=O)c1cc2cccc(OC3(C)CCN(Cc4ccc5ccccc5c4)C3)c2o1 (stereo not given)	-3%	10%	2%	-70*	7%	-4%	-86%[inhibitor]	?	-16
42	Cc1[nH]c2ccccc2c1SCC(=O)N1CCCCCC1	-3%	20%	4%	6	3%	8%	-19%	?	3
43	Cc1c(Cl)cccc1NC(=O)Nc1ccc2snnc2c1	0%	18%	-28%	nt	-14%	?	-46%[inhibitor]	?	-4
44	CCOC(=O)[C@H]1[C@H]2COc3ccccc3[C@@H]2N2C(=O)CN(Cc3ccc(C)cc3)C(=O)[C@@]12C	-7%	20%	-32%	-5	7%	-18%	-43%	-25%	6
45	COCCCNC(=O)C(C)n1c2ccccc2c2cnn(C)c(=O)c21 (stereo not given)	nt	18%	2%	nt	nt	0%	i	6%	5
46	CS(=O)(=O)Oc1ccc(/C=N/NC(=O)c2ccncc2)cc1	-3%	-7%	-8%[1.53 µM]	6	-8%	0%	i	4%	7
47	COc1ccc(-c2noc(CSc3nnc(-c4ccncc4)n3-c3ccc(C)cc3)n2)cc1OC	nt	17%	5%	nt	nt	-5%	-25%	5%	4
48	COC(=O)c1ccccc1NCc1cc(=O)oc2cc(O)c(O)cc12	2%	-13%	55%[activator]	6	-4%	?	i	?	24
49	Cc1cc(C)cc(NC(=O)CSc2nncn2-c2ccccn2)c1	16%	-18%	-15%	4	-3%	14%	i	8%	4
50	CCN1C(=O)/C(=C2\SC(N3CCCCC3)=NC2=O)c2ccccc21	4%	3%	-29%	-18	-7%	-7%	-17%[57.5 µM]	0%	-1

The results go on:
cpd	canonical_smiles	GLP-1R agonist	TDP43 rescue	GLP1R cytotox	DRD3 antagonist	aSyn yeast inh	KB-V1 MDR tox	PTHR1 ag	GLP1R inv ag	DRD3 agonist
51	O=C(Nc1cccc(Cl)c1)c1ccc(=O)[nH]n1	4%	-3%	-2%	0	-13%	-8%	i	42%[activator]	13
52	Cc1ccccc1CNC(=O)C1CCCN(c2nnc(-n3c(C)ccc3C)s2)C1 (stereo not given)	nt	1%	5%	nt	nt	?	i	-23%	-9
53	Cc1cc(C)c(/C=N/NC(=O)c2nnn(-c3nonc3N)c2COc2ccc(F)cc2)c(C)c1	-1%	-5%	-18%	7	-1%	-27%	-11%	?	5
54	CCn1cc(C(=O)NCc2cccc(C(F)(F)F)c2)c(=O)c2ccc(C)nc21	-1%	?	-10%	9	-2%	21%	i	1%	4
55	CSc1nsc(SC)c1CO	15%	11%	-5%	-16	4%	?	i	-15%	-10
56	CN(c1ccccc1)S(=O)(=O)c1ccc(NC(=O)c2ccccc2)cc1	1%	15%	0%	6	11%	?	-49%[inhibitor]	10µM*	-15
57	COc1ccc(/C=N/S(=O)(=O)c2ccc(C)cc2)cc1	7%	-20%	-8%	75	-1%	?	i	16%	10
58	Nc1cc(=O)[nH]c(SCC(=O)Nc2cc(Cl)ccc2Cl)n1	-5%	-1%	1%	-5	-6%	-1%	-2%	3%	2
59	Cc1cccc(NS(=O)(=O)c2ccccc2)n1	0%	-16%	5%	13	-3%	-13%	-12%[57.5 µM]	0%	13
60	Cc1ccc(Cl)cc1N1CCN(C(=O)c2cccn3c(=O)c4cc(Cl)ccc4nc23)CC1	nt	25%	-6%	nt	nt	7%	i	-2%	2

This is a subset; count on the stated rates, not on these rows.
